Screening data as filed in PubChem.
OX1R antag-1: human HCRTR1 antagonism; O43613; CHO/OX1R cells, Fluo-8 calcium fluorescence, orexin A; inhibition, % at 5 µM; hit rate 0.43% among 330,000; AID 434989;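 active = inhibition above its plate's threshold, mean inhibition of all tested compounds on the plate plus 3 SD, cut at about 37% in these data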;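 note: 0% = orexin A challenge wells and 100% = SB-334867-A antagonist wells; not every result past the cut was called active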
Target sequence (O43613 whole entry, looked up): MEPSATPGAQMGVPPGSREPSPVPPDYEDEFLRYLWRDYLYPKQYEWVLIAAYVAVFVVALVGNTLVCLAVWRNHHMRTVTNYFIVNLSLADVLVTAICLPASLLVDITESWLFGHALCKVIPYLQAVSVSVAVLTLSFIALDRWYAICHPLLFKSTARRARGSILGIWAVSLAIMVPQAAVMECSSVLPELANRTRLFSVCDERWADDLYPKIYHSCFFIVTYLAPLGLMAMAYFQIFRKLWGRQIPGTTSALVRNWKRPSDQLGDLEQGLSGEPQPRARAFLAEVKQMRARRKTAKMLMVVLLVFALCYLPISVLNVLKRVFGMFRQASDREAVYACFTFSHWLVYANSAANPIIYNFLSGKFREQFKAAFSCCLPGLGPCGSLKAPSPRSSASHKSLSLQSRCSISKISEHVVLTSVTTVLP
OX1R antag-2: antagonists of human orexin 1 receptor (OX1R) | O43613 | OX1R-expressing cells, FRET antagonist read-out | inhibition, % at 6.6 µM | hit rate 1.8% among 330,000 | AID 485270; in the data active = inhibition mostly above about 38%, no sharp cut-off; inactive = mostly below about 40%;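 note: 0% = agonist challenge alone and 100% = reference antagonist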
* = called active by the depositor.

SMILES	OX1R antag-1	OX1R antag-2
Cc1cc(C(=O)COC(=O)c2ccc(N)c([N+](=O)[O-])c2)c(C)n1Cc1ccc2c(c1)OCO2	-9	5
O=C(O)C1CCCCN1S(=O)(=O)c1ccc2ccccc2c1 (configuration not stated)	3	12
Cc1ccc(/C=N/n2c(C)nc3ccccc3c2=O)o1	-16	26
O=C(NNC(=O)c1nn(-c2ccc(F)cc2)ccc1=O)c1ccccc1Cl	-20	24
COCCNC(=O)Cn1c(=O)n(Cc2ccc(C(=O)NCCc3ccc(OC)c(OC)c3)cc2)c(=O)c2ccccc21	-4	6
Cc1ccc(CN2C(=O)c3ccccc3C2C(=O)NCc2cccnc2)cc1 (configuration not stated)	-29	-5
Cn1nc(-c2ccccc2)c(CO)c1Sc1ccccc1	-19	10
CC1CCCCC1NC(=O)Cn1c(CN2CCCCC2)nc2ccccc2c1=O (configuration not stated)	-41	18
Cc1c(NC(=O)CN2CCN(c3ccc([N+](=O)[O-])cc3)CC2)c(=O)n(-c2ccccc2)n1C	-24	31
COc1cc(/C=N/NC(=O)CCN2CCN(c3ccccc3)CC2)cc(OC)c1OC	-22	3
CC1(c2nnc(-c3ccccc3)o2)CC(c2cccnc2)=NO1 (configuration not stated)	-21	6
CCC(C)(CCNC(=O)Cc1ccccc1)c1ccccc1OC (configuration not stated)	-4	0
O=C(CN1C(=O)c2cccc3cccc1c23)Nc1ccccc1C(=O)NCc1ccco1	-5	30
CC(C(=O)Nc1ccc(F)c(F)c1F)N(C)CC(=O)Nc1ccccc1Br (configuration not stated)	-18	8
Cc1ccc(/C=N/NC(=O)c2cc3ccccc3cc2O)o1	-13	22
CCN(C(=O)CSc1ccc2ccccc2n1)C1CCCCC1	6	24
CN1CCN(c2ccc(NC(=O)c3ccc(C(F)(F)F)cc3)cn2)CC1	-2	19
OCCN(CCO)CC(O)Cn1c2ccccc2c2ccccc21 (configuration not stated)	-8	14
CCOC(=O)Cc1csc(NC(=O)CSc2nc3cccnc3n2CC)n1	-38	12
Cc1ccccc1NC(=O)CSc1ccc(-c2cccnc2)nn1	-19	10
COc1ccc(NC(=O)CS(=O)(=O)c2cn(CC(=O)N3CCOCC3)c3ccccc23)cc1	-8	2
O=C(CC1CCCC1)Nc1ccc(Br)cc1	-20	10
O=C(CSC1=NCCS1)c1ccc(Cl)cc1	-23	1
Cc1c(N)cccc1-n1cccc1	-6	20
O=C(Nc1cc(C(=O)N2CCOCC2)cc(C(=O)N2CCOCC2)c1)c1cc(F)c(F)cc1Cl	2	-1

(cont.)
SMILES	OX1R antag-1	OX1R antag-2
CCCc1cc(=O)[nH]c(SCC(=O)N2CCCc3ccccc32)n1	-25	12
c1ccc2sc(Sc3ncnc4sccc34)nc2c1	-38	8
CCCCNC(=O)CC(=O)Nc1ccccc1C(=O)O	-8	7
O=C(O)c1cccc(NC(=O)C2CC(=O)N(Cc3ccccc3)C2)c1 (configuration not stated)	-11	-15
Cc1nc(N2CCCCC2C)c2c(C)c(C(=O)Nc3ccccc3C(F)(F)F)sc2n1 (configuration not stated)	-50	13
O=C(Cn1nc(Cl)nc1Cl)c1ccc2c(c1)OCCO2	-29	16
O=C(CC(C(=O)O)c1cccc(Cl)c1Cl)c1ccccc1 (configuration not stated)	-9	3
COc1ccc(C2CC(c3ccc(Br)cc3)=NN2C(=O)CN2CCCC2)cc1 (configuration not stated)	-23	0
Cn1cc(CN2CCC(C(=O)Nc3ccc(Oc4ccccc4F)cc3)CC2)cn1	-18	14
CCC(=O)c1c[nH]c(C(=O)NCCCn2ccnc2)c1	11	-1
COCCNC(=O)CSc1nc2ccccc2c(=O)n1CCCC(=O)NCc1ccccc1	-22	9
C[C@@H]1CCC(=O)N(CC[C@H](N=[N+]=[N-])c2ccccc2)CC1	-10	23
COc1ccc(NC(=O)C2CCCN(C(=O)Nc3ccc(F)cc3)C2)cc1 (configuration not stated)	-37	25
COc1ccc(C(C)=O)cc1CSc1nnc(Nc2ccc(C)cc2C)s1	-38	26
O=C(CNS(=O)(=O)c1ccc(F)cc1)Nc1ccc(C(F)(F)F)cc1	12	8
Cc1occc1C(=O)N(C)Cc1nc(-c2ccccc2)no1	-13	17
CC(C)(C)NC(=O)C(c1ccncc1)N(C(=O)CNC(=O)c1ccco1)c1ccc2c(c1)OCO2 (configuration not stated)	-11	10
CC(=O)Nc1ccc(S(=O)(=O)Nc2ccc3c(c2)OCO3)cc1	-7	31
COc1cc(NS(=O)(=O)c2ccc(C)c(C)c2)c(OC)cc1Cl	-17	28
COc1cc(C(=O)Nc2scc(-c3ccccc3)c2C(=O)O)cc(OC)c1OC	-18	-1
CC1(C)CC(=O)C2=C(C1)Nc1ccccc1NC2c1ccccn1 (configuration not stated)	-12	12
O=C(NC(=S)Nc1ccccc1)c1cncc(C#Cc2ccccc2)c1	-5	12
O=C(NCc1ccc(Cl)cc1Cl)C(=O)N1CCCCC1	-18	7
COc1ccc(NC(=O)COC(=O)CCCc2c[nH]c3ccccc23)cc1OC	-21	8
Cc1ccc(S(=O)(=O)N(C)CCCC(=O)NC(C)(C)CO)cc1	-13	14

Look-ups from above:
OX1R antag-1 with COc1ccc(NC(=O)COC(=O)CCCc2c[nH]c3ccccc23)cc1OC = -21
OX1R antag-2 with CCCc1cc(=O)[nH]c(SCC(=O)N2CCCc3ccccc32)n1 = 12
OX1R antag-1 with COc1ccc(NC(=O)C2CCCN(C(=O)Nc3ccc(F)cc3)C2)cc1 (configuration not stated) = -37
OX1R antag-2 with O=C(O)c1cccc(NC(=O)C2CC(=O)N(Cc3ccccc3)C2)c1 (configuration not stated) = -15
OX1R antag-2 with Cc1ccc(S(=O)(=O)N(C)CCCC(=O)NC(C)(C)CO)cc1 = 14
OX1R antag-1 with O=C(NC(=S)Nc1ccccc1)c1cncc(C#Cc2ccccc2)c1 = -5

Compound profiles (already shown). Screens in order: OX1R antag-1 | OX1R antag-2
Entry for CC(=O)Nc1ccc(S(=O)(=O)Nc2ccc3c(c2)OCO3)cc1 : -7 | 31
Entry for COc1cc(C(=O)Nc2scc(-c3ccccc3)c2C(=O)O)cc(OC)c1OC : -18 | -1

Four of the compounds above, with each value named:
Cc1occc1C(=O)N(C)Cc1nc(-c2ccccc2)no1
  OX1R antag-1: -13	OX1R antag-2: 17
COc1cc(NS(=O)(=O)c2ccc(C)c(C)c2)c(OC)cc1Cl
  OX1R antag-1: -17	OX1R antag-2: 28
COc1ccc(NC(=O)COC(=O)CCCc2c[nH]c3ccccc23)cc1OC
  OX1R antag-1: -21	OX1R antag-2: 8
CC(C)(C)NC(=O)C(c1ccncc1)N(C(=O)CNC(=O)c1ccco1)c1ccc2c(c1)OCO2 (configuration not stated)
  OX1R antag-1: -11	OX1R antag-2: 10

Next part
SMILES	OX1R antag-1	OX1R antag-2
O=C(Nc1ccccc1)N1CCN(c2ncccn2)CC1	-19	17
O=[N+]([O-])c1ccc(NC(=S)NCCc2ccccc2)cc1	6	47*
Cc1ccc(/C=C/C(=O)NC(=S)N2CCN(c3ccc(F)cc3)CC2)cc1	-22	-4
Cc1cc(F)ccc1NCc1cccnc1	-16	-2
O=C(NC1CCCN(Cc2ccc(Cl)cc2)C1)c1cccc(F)c1 (configuration not stated)	-7	21
O=C(CNC(=O)c1ccccc1)OCc1nc2ccccc2s1	-7	8
O=C(NC1CCCCC1)/C(=N\O)c1ccccn1	-1	20
CN(C(=O)COc1cc(C(F)(F)F)nn1C)c1ccccc1	2	7
COc1ccc(NC(=O)Cc2nnc(SCC(=O)Nc3ccc(F)cc3)n2C)cc1	-1	15
O=C(CCCOc1ccc(Cl)cc1)NC1CCCCC1	-14	-4
COc1ccc(NC(=O)CC2SC(N3CCCC3)=NC2=O)cc1Cl (configuration not stated)	-6	5
Cn1c(SCC(=O)Nc2ccc(F)cc2)nnc1-c1cccnc1	-10	3
Cc1ccc(C(CC(=O)N2CCOCC2)c2ccco2)cc1 (configuration not stated)	-31	3
CCCCN(CC)C(=O)Cn1c(=O)sc2ccccc21	-11	23
O=C(NCCc1ccc(Cl)cc1)C1CCC(=O)N1Cc1ccccc1Cl (configuration not stated)	-22	11
Cc1nc(S(=O)(=O)Cc2ccccc2Cl)nc2c1CCC2	-25	25
O=C(CN1CCN(S(=O)(=O)c2cccc(F)c2)CC1)Nc1ccnn1C1CCCC1	1	3
COC(=O)c1ccc(CSc2nc3c(c(=O)n2-c2ccccc2)SCC3)o1	-33	13
CC(OC(=O)CN1C(=O)c2ccccc2C1=O)C(=O)NC1CCCCC1 (configuration not stated)	-19	9
Cc1cccc(/C(N)=N/OC(=O)N2CCOCC2)c1	-4	5
Nc1cc(OC(=O)c2ccc(F)cc2)nn1S(=O)(=O)c1ccccc1	-21	28
O=C1c2c(O)cc(O)cc2O[C@@]12c1c(cc(O)c3c1O[C@H](c1ccc(O)cc1)[C@@H](O)C3)O[C@@H]2c1ccc(O)cc1	-5	5
C=CCS(=O)(=O)N1CCCC(N(C)CCc2ccc(OC)c(OC)c2)C1 (configuration not stated)	-24	7
Cc1sc2ncn(CC(=O)Nc3c(F)cccc3F)c(=O)c2c1S(=O)(=O)N1CCC(C)CC1	-39	17
CCOC(=O)C1(Cc2ccccc2C(F)(F)F)CCN(C2CCN(C(C)C)CC2)CC1	-23	7

Later entries.
SMILES	OX1R antag-1	OX1R antag-2
Oc1ccc(/C=N/NC(=S)NCC2CCCO2)cc1 (configuration not stated)	4	11
COc1ccc(C2=NS(=O)(=O)N(C)C(C(=O)NC3CCCC3)=C2)cc1	-21	12
COc1cccc2c1cc1c(=O)n(CC(=O)NCCCN3CCN(C)CC3)nc(C)n12	-4	16
COc1ccc(N(C(=O)Cn2nnc(-c3ccc(F)cc3)n2)C(C)C(=O)NC2CCCC2)cc1OC (configuration not stated)	-17	2
O=C(NNC(=S)Nc1ccccc1C(F)(F)F)c1cccnc1	-10	3
COc1ccc(C(=O)/C=C/c2ccc(OC)cc2OC)c(O)c1	-24	16
CCN(CC(=O)Nc1cccc(C(C)=O)c1)S(=O)(=O)c1ccccc1	-4	19
COc1ccc(/C=N/NC(=O)c2cccc(NC(=O)c3ccccc3Cl)c2)cc1	-15	26
COCCN1C(=O)/C(=C/c2ccc(Oc3ccc([N+](=O)[O-])cn3)c(OC)c2)SC1=Nc1ccccc1	-6	1
CC(NC(=O)CCN1C(=O)c2ccccc2S1(=O)=O)c1ccccc1 (configuration not stated)	-15	14
Cc1oc(-c2ccccc2Cl)nc1CSCC(=O)N1CCCC1	-3	9
COc1ccc(OCc2cc(C(=O)NCC(C)(C)N3CCOCC3)no2)c(Cl)c1	-10	32
CN(CC(=O)Nc1cccc(F)c1)C(=O)COc1cccc2c1OC(C)(C)C2	-10	12
Brc1ccc(-c2nnc3sc(CNCc4ccc5c(c4)OCO5)cn23)cc1	-42	2
COc1cc(C(=S)N2CCCCC2)ccc1O	-2	6
Cc1ccnc(NC(=O)CCC(=O)N(CC(=O)NCc2ccc(F)cc2)Cc2ccccc2)c1	-6	55
CC(=O)c1ccc(NC(=O)CSCC(=O)Nc2ccc3ccccc3c2)cc1	-15	47
Cc1cc2c(=O)n(C)c(SCC(=O)NC3CCCC3)nc2s1	-16	30
Cc1c(CCC(=O)N2CCC(C(=O)O)(c3ccccc3)CC2)c(=O)oc2cc3oc4c(c3cc12)CCCC4	-22	14
CC(Nn1cnnc1)c1cc(Cl)ccc1O (configuration not stated)	-3	8
CCC(=O)c1cccc2c1N=CC1=C(CC(C)(C)CC1=O)N2	-20	19
CC(C)(C)NC(=O)COc1ccc(S(=O)(=O)N2CCCC2)cc1	4	26
Cc1ccccc1OCCC(=O)Nc1ccc(Cl)cc1F	-12	23
Cc1noc(C)c1COc1ccc(C(=O)OCC(=O)N2CC(=O)Nc3ccccc32)cc1	82*	35
CC1(C)CC2CC(C)(CN2C(=O)CN2C(=O)c3ccccc3C2=O)C1 (configuration not stated)	-34	20

The list continues.
SMILES	OX1R antag-1	OX1R antag-2
Cc1cccc(OCCSc2nc3c([nH]2)c(=N)ncn3Cc2ccccc2)c1	-3	13
COc1cc(C)nc(N(Cc2ccccc2)S(=O)(=O)c2ccc(C)cc2)n1	-6	27
Nc1ccc(NC(=O)c2ccccc2)c2c1C(=O)c1ccccc1C2=O	-14	21
CCOC(=O)N1CCN(C(=O)C2CCC(=O)N2C(C)C)CC1 (configuration not stated)	-7	8
COCCCNC(=O)CCC(=O)Nc1ccc2nc(N3CCOCC3)cc(C)c2c1	-10	15
CCNc1nc(NCC)n2c(SCC(=O)N(CC)C3CCCCC3)nnc2n1	-12	15
O=C(CNC(=O)c1ccc(Cl)cc1)OCCN1C(=O)c2ccccc2C1=O	-23	5
CCc1c(O)cc2n(c1=O)-c1ccccc1C2(C)C	-9	17
CCOc1ccc(C(=O)N2CCN(CCc3ccccc3)CC2)cc1OCC	-22	-3
Cc1ccc(S(=O)(=O)N2[C@@H](c3ccc(F)cc3)C(C(=O)O)=CC[C@H]2c2cccs2)cc1	-12	29
CC1(C)Cc2c(cnn2-c2ccccc2)C(NC(=O)C2(C(N)=O)CC2)C1 (configuration not stated)	-8	10
CN(C)CCCN(C(=O)c1cc2ccccc2oc1=O)c1nc2c(F)cccc2s1	-10	18
Cc1ccc(-c2cc(-c3ccccc3)nc(NN)n2)cc1	-43	14
COc1ccc(NC(=O)CN(C)CC(=O)Nc2sc3c(c2C#N)CCC3)cc1	-22	4
N=c1c2c(-c3ccccc3)c(-c3ccccc3)n(Cc3ccco3)c2ncn1CCO	-3	15

Marked active in OX1R antag-2 (from the list above):
SMILES	OX1R antag-1	OX1R antag-2
O=[N+]([O-])c1ccc(NC(=S)NCCc2ccccc2)cc1	6	47*
